Screening results: PubChem BioAssay, National Center for Advancing Translational Sciences (NCATS)
EPAC2 agonist: agonists of human EPAC2 (RAPGEF4); EPAC2 activation, biochemical qHTS; response scale: 100% = 6.5 mM cAMP response; AID 720711; Q8WZA2; 0.079% of 360,000 active; Potency, µM (top dose mostly 154 µM), for inactives: top-dose activation, hits mostly activators; further: nearly all actives have a fitted effect of over 50% in size
Target sequence (Q8WZA2 whole entry, looked up): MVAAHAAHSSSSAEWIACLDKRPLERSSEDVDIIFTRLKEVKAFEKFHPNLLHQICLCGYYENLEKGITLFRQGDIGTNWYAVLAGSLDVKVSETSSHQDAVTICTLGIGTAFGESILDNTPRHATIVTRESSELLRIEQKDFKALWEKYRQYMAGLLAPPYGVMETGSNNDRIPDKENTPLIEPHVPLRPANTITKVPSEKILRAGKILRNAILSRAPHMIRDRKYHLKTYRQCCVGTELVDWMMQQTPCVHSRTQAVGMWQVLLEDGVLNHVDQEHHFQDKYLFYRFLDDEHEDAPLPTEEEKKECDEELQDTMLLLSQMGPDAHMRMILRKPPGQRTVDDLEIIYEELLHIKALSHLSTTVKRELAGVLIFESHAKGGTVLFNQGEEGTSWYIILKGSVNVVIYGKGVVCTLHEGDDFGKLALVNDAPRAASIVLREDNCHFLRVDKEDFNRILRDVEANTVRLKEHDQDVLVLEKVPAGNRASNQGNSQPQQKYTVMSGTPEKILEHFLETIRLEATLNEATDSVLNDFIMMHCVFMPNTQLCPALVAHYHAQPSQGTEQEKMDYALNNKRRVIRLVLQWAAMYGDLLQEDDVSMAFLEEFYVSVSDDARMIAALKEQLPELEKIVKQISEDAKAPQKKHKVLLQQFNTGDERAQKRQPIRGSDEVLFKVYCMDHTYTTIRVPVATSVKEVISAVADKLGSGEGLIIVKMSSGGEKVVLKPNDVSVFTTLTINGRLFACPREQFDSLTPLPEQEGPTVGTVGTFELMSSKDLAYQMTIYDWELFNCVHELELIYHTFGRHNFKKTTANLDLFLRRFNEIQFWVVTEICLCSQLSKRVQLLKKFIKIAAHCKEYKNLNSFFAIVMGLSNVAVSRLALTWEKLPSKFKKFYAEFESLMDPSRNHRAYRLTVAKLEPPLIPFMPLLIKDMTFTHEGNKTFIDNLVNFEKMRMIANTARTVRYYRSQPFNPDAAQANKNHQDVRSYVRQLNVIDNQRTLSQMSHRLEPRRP
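qHTS, titration series. 100 nM EPAC2 / 250 nM Rap1B-BODIPY-GDP / 50 uM GDP; RT; ex 480/em 540 nm, 5-min reads to 30 min. Norm. to 6.5 mM cAMP = activation.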
EPAC1 agonist: EPAC1 (human) agonism; 0.073% of 360,000 active; EPAC1 agonist qHTS, biochemical assay; response scale: 100% = response to 6.5 mM cAMP; Potency, µM (highest dose often 154 µM), for the others: at the top dose activation, most hits filed as activators; O95398; further: nearly all actives have a fitted effect of over 60% in size
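Normalized to 6.5 mM cAMP, activity reflects EPAC1-catalysed release of BODIPY-GDP from Rap1B, followed kinetically over 30 min at 480 nm excitation, 540 nm emission. Reaction contained 100 nM EPAC1, 250 nM Rap1B-BODIPY-GDP, 50 uM GDP.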
EPAC1 antagonist: antagonists of human EPAC1. O95398. EPAC1 GEF assay, Rap1b-BODIPY-GDP exchange fluorescence. Potency, µM (top dose mostly 115 µM), inactives show at the highest dose activity change, negative = inhibition, usual class: inhibitors. 0.14% of 360,000 active;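 further: plate controls were vehicle for no effect and positive control for full effect; nearly all actives have a fitted effect of over 50% in size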
aSyn rescue: rescues yeast growth from alpha-synuclein toxicity; Yeast expressing alpha-synuclein, growth rescue, BacTiter-Glo, 24 h; Potency, µM (titrated, usually from 46.1 µM), inactives show top-dose growth rescue (activation), most hits filed as activators; 0.14% of 370,000 active; further: % of control where 0% means no effect; nearly all actives have a fitted effect of over 65% in size
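Rescue of yeast growth: cells expressing toxic alpha-synuclein, induced in galactose at OD600 0.02, incubated with compound 24 h at 30 C. ATP luminescence quantified growth; inhibitors of toxicity appear as activators.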
FUS yeast rescue: rescues growth of FUS-expressing yeast. S. cerevisiae FUS-expressing, growth rescue, OD600, 24 h. Potency, µM (highest dose often 76.6 µM), for inactives: top-dose growth rescue (activation), most hits filed as activators. 0.24% of 390,000 active. AID 1347120;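 further: plate controls were DMSO vehicle for no effect and reference control for full effect; nearly all actives have a fitted effect of over 55% in size; some results filed as inactive show a strong effect at the top dose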
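Restored growth of FUS-toxic S. cerevisiae, read as 600 nm absorbance after 24 h at 30C in galactose medium (starting OD 0.005). Controls CP55940 and DMSO.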
PTHR1 ag: agonists of human PTHR1 parathyroid hormone receptor. Potency, µM (doses to about 115 µM), for inactives: at the top dose activation, most hits filed as activators. HEK293 GP2 PTHR1 cells, GloSensor cAMP luminescence, 1 h. 0.075% of 410,000 active. Q03431. AID 743266; further: nearly all actives have a fitted effect of over 55% in size; some results filed as inactive show a strong effect at the top dose; inactives centre near -15; many of its hits are not listed in these tables
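HEK-293-derived GP2 cells expressing PTHR1 and a GloSensor cAMP reporter, 3,000/well, plated overnight, given luciferin plus IBMX (each 0.5 mM as added) for 1 h at 37 °C, then compound for 1 h at 37 °C. Luminescence was read after 15 min at room temperature.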
TDP-43 yeast inh: TDP-43 toxicity inhibition in yeast | 1.8% of 410,000 active | Potency, µM (titrated, usually from 46.1 µM), without a hit: at the top dose growth rescue (activation), hits mostly activators | TDP-43 expressing yeast growth rescue, BacTiter-Glo, 24 h; further: % of control where 0% means no effect; nearly all actives have a fitted effect of over 50% in size
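Yeast cells expressing TDP-43 under galactose induction are exposed to compounds for 24 hr at 30 deg C. BacTiter-Glo luminescence measures growth, so protective compounds score as activators.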
EPAC2 antagonist: blocks human EPAC2 exchange factor; Q8WZA2; EPAC2 GEF exchange of Rap1B-BODIPY-GDP, fluorescence; Potency, µM (highest dose often 114 µM), without a hit: top-dose activity, negative = inhibition, most hits filed as inhibitors; 0.18% of 360,000 active; further: on the % scale 0 is the no-effect control and ±100 the full control effect; nearly all actives have a fitted effect of over 45% in size; many of its hits are not listed in these tables
An asterisk follows results filed as active; i = inactive; ? = inconclusive; / = no result given; [ ] = dose if it differs, or a comment. The call rests on the fitted dose curve; in most records, active means well fitted curve in the direction sought with a large enough effect; inconclusive means small, poorly fitted or top-dose-only effect, or another doubt; inactive means no such curve, though single readings can be large; an effect the other way counts as inactive or inconclusive. Potency means the concentration at half of the fitted maximal effect. Only part of the results is shown. The share of hits here may be higher or lower than overall.

Short keys: A = EPAC2 agonist; B = EPAC1 agonist; C = EPAC1 antagonist; D = aSyn rescue; E = FUS yeast rescue; F = PTHR1 ag; G = TDP-43 yeast inh; H = EPAC2 antagonist
Molecule: Cc1ccc(C)c(Cn2nnc3c(=O)[nH]c(C4CCCN(C(=O)c5ccco5)C4)nc32)c1 (configuration not stated)
  A = 5% | B = 5% | C = -28% | D = -1% | E = 24% | F = i | G = -14% | H = -13%

Molecule: O=C(Nc1cnc2ccccn2c1=O)c1ccc(Cl)cc1
  A = -3% | B = -9% | C = 5% | D = 0% | E = 34% | F = -12%[57.5 µM] | G = -22% | H = 10%

Molecule: CC(C)(C)OC(=O)N1CCc2onc(-c3ccc(-n4cc(C5=CCCCC5)nn4)cc3)c2C1=O
  A = -4% | B = -18% | C = 2% | D = 0% | E = -7% | F = i | G = 12% | H = -3%

Molecule: CCC(C)N(C(=O)CCC(=O)Nc1cc(C)on1)C(C(=O)NC(C)(C)C)c1ccccc1Cl (configuration not stated)
  A = 6% | B = -16% | C = -8% | D = 3% | E = 35% | F = -20% | G = 3% | H = -1%

Molecule: O=C1C(Br)=Cc2cccc3cccc1c23
  A = 23% | B = 18% | C = 9% | D = 0% | E = -4% | F = -37%[inhibitor] | G = 14µM* | H = -2%

Molecule: Nn1c(SCC(=O)Nc2ccc3c(c2)OCO3)nnc1-c1ccncc1
  A = -10% | B = -1% | C = 1% | D = 3% | E = 13% | F = -13% | G = 5% | H = -18%

Molecule: CC(=O)c1cccc(NC(=O)NC2CCCCC2)c1
  A = 8% | B = -4% | C = 8% | D = 0% | E = 15% | F = i | G = -11% | H = 7%

Molecule: O=C1CCCN1c1ccc(S(=O)(=O)N2CCCCC2)cc1
  A = -3% | B = 2% | C = 7% | D = 4% | E = 20% | F = -1% | G = 1% | H = -2%

Molecule: CN(C)c1c(F)cc(C(=O)NCc2ccccc2)cc1F
  A = 3% | B = 5% | C = -24% | D = -2% | E = -18% | F = -2% | G = 19% | H = 3%

Molecule: CCOC(=O)Cc1csc(NC(=O)CSc2nnnn2-c2ccc(C)c(C)c2)n1
  A = 8% | B = 6% | C = -28% | D = -2% | E = 20% | F = i | G = -17% | H = -6%

Molecule: O=C1C=C(c2ccc3cc[nH]c3c2)C[C@@H](c2ccc3c(c2)OCO3)C1
  A = 12% | B = -15% | C = -15% | D = -3% | E = ? | F = -39%[inhibitor] | G = ? | H = 4%

Molecule: COc1ccc(Cc2nnc(NS(=O)(=O)c3ccc(NC(C)=O)cc3)s2)cc1
  A = 15% | B = -7% | C = -5% | D = 2% | E = -1% | F = i | G = 1% | H = -14%

Molecule: Cc1ccc(OC(C)C(=O)Nc2ccc3c(c2)n(C)c(=O)n3C)c(C)c1 (configuration not stated)
  A = 3% | B = 9% | C = -13% | D = 1% | E = 15% | F = i | G = 5% | H = -11%

Molecule: O=C(Nc1cc(C(F)(F)F)cc(C(F)(F)F)c1)[C@H]1O[C@@H](n2ccc(=O)[nH]c2=O)[C@H](O)[C@@H]1O
  A = -8% | B = -16% | C = 6% | D = -7% | E = -19% | F = -16% | G = 28% | H = 0%

Molecule: CCn1c(COc2ccc3c(c2)OCO3)nnc1SCC(=O)c1ccc(Cl)cc1
  A = 5% | B = 1% | C = -7% | D = 2% | E = 24% | F = -5% | G = -14% | H = 5%

Molecule: C/C=C(/C)C(=O)OC1Cc2c(ccc3ccc(=O)oc23)OC1(C)C (configuration not stated)
  A = 11% | B = -19% | C = -29% | D = -24% | E = 7% | F = -71%[inhibitor] | G = 26% | H = -24%

Molecule: COc1ccc(C(=O)Cc2ccccc2)cc1OC
  A = 0% | B = 8% | C = 8% | D = 9% | E = -6% | F = i | G = -4% | H = -2%

Molecule: O=C1NCCC/C1=N/Nc1ccc(F)cc1
  A = 11% | B = 3% | C = -17% | D = 0% | E = -9% | F = ? | G = 3%[9.22 µM] | H = 0%

Molecule: COc1cccc(NC(=O)C2C3C=CC4(O3)C2C(=O)N(CCN2CCCCC2)C4C(=O)NC2CCCCC2C)c1 (configuration not stated)
  A = 9% | B = -7% | C = -5% | D = -1% | E = -14% | F = 5% | G = -11% | H = -6%

Molecule: COc1ccc(NS(=O)(=O)c2cccc(C(=O)N3CCN(Cc4cc(OC)ccc4OC)CC3)c2)cc1
  A = 6% | B = 9% | C = -14% | D = -1% | E = 11% | F = i | G = -9% | H = -13%

Molecule: CCOC(=O)N1CCN(C(=O)CSc2nc3nc(C)cc(C)n3n2)CC1
  A = 5% | B = -3% | C = 3% | D = -6% | E = / | F = -18% | G = 0% | H = 17%

Molecule: Cc1ccc2ccccc2c1C(O)c1ncc(-c2ccccc2F)[nH]1 (configuration not stated)
  A = 6% | B = -3% | C = -8% | D = 1% | E = -6% | F = -7% | G = 16% | H = -25%

Molecule: COc1ncnc2c1ncn2CCCNCc1ccco1
  A = 9% | B = -13% | C = -5% | D = 14% | E = -7% | F = -13% | G = 0% | H = 3%

Molecule: C=CCN1C(=O)c2ccc(C(=O)N3CCN(c4ccccc4OC)CC3)cc2C1=O
  A = 2% | B = -2% | C = 15% | D = 0% | E = 12% | F = -5% | G = 9% | H = 7%

Molecule: Clc1ccc(CO/N=C2\CCCc3nonc32)c(Cl)c1
  A = 22% | B = -6% | C = -10% | D = 7% | E = / | F = -4% | G = ? | H = 4%

Molecule: CC1(Oc2cccc(F)c2)CCN(Cc2ccc(-c3ccccc3)o2)C1 (configuration not stated)
  A = 10% | B = -10% | C = -8% | D = 0% | E = 0% | F = -12% | G = 15% | H = 2%

Molecule: O=C(O)CNC(=O)C1(NC(=O)OCc2ccccc2)CCCC1
  A = 5% | B = -13% | C = -4% | D = 3% | E = 41% | F = i | G = -14% | H = 19%

Molecule: Cc1ccc(-n2c(C)cc(/C=N\NC(=O)CC(=O)NC(C)C)c2C)cc1
  A = 8% | B = 11% | C = -25% | D = 8% | E = 26% | F = i | G = -8% | H = -7%

Molecule: O=C(O)c1cc([N+](=O)[O-])c(NCCC2=CCCCC2)c([N+](=O)[O-])c1
  A = -3% | B = -7% | C = -13% | D = -16% | E = 1% | F = -28% | G = 0% | H = -24%

Molecule: CCOc1c2ccc(C(=O)NCc3ccc(OC(F)(F)F)cc3)cc2nn1CC
  A = -3% | B = 5% | C = -12% | D = 4% | E = 23% | F = -5% | G = 12% | H = -4%

Continuation:
SMILES	EPAC2 agonist	EPAC1 agonist	EPAC1 antagonist	aSyn rescue	FUS yeast rescue	PTHR1 ag	TDP-43 yeast inh	EPAC2 antagonist
CC(=O)c1cccc(-c2ccnc3c2CC(C(=O)NC(C)C)O3)c1 (configuration not stated)	9%	4%	-5%	1%	-21%	-10%	?	3%
Cn1nc(C(F)(F)F)c(C(=O)Nc2ccc(F)cc2F)c1Sc1cccc(C(F)(F)F)c1	-4%	9%	-13%	0%	19%	i	7%	-12%[57.1 µM]
COc1ccccc1C1C(C(N)=O)=C(C)Nc2ncnn21 (configuration not stated)	3%	6%	-4%	-5%	10%	-16%	0%	5%
CC1=C(c2ccc(Cl)cc2)[N+](=O)C(C)(C)N1[O-]	-2%	-11%	-4%	8%	23%	16%	0%	10%
Cc1onc(-c2ccccc2)c1C(O)c1ccc(F)cc1 (configuration not stated)	6%	3%	-19%	16%	-14%	-34%[inhibitor]	0%	-17%
CC(=O)Nc1ccc(S(=O)(=O)NCC(CCC(=O)O)C(F)(F)F)cc1 (configuration not stated)	8%	12%	-8%	9%	2%	i	21%	3%
CC1CCCN(C2=NC(=O)/C(=C/c3cn(-c4ccccc4)nc3-c3cccc(S(=O)(=O)N(C)C)c3)S2)C1 (configuration not stated)	-16%	24%	-27%	-4%	27%	-5%[57.5 µM]	-2%	-11%[57.1 µM]
C=CCSc1nc(N)c(C(=O)Nc2ccccc2)cc1C#N	-5%	-12%	0%	-8%	29%	i	-5%	4%
CC(OC(=O)C1CC1)C(=O)Nc1ccc([N+](=O)[O-])cc1Cl (configuration not stated)	6%	11%	-1%	5%	4%	-15%	-3%	-8%
Cc1ccccc1NC(=O)Cc1nc(COC(=O)c2cccnc2Cl)cs1	2%	-4%	11%	6%	-5%	i	?	6%
COC(=O)C1C2CC3c4[nH]c5cc(OC)ccc5c4CCN3CC2CC(OC2CCCCO2)C1OC (configuration not stated)	-1%	14%	24%	0%	7%	i	15%	6%
CCOC(=O)C1=C(COC(=O)/C=C/c2cccc(OC)c2OC)NC(=O)NC1C (configuration not stated)	-8%	-12%	7%	6%	/	-89%[inhibitor]	-10%	1%
Cc1ccc(C)c(N(C(=O)Cn2nnc(-c3cccs3)n2)C(C(=O)NC2CC2)c2ccc(C)o2)c1 (configuration not stated)	-17%	-8%	4%	0%	10%	5%[57.5 µM]	-9%	7%
COc1ccc(N2CC(C(=O)Nc3ncccc3C)CC2=O)cc1 (configuration not stated)	1%	-6%	6%	-5%	-1%	i	7%	10%
Nc1nc(COc2ccc(F)cc2)nc(N2CCCCC2)n1	4%	0%	-5%	-1%	31%	-6%	26%	2%
O=C(OCc1cc(Cl)ccc1OC(F)F)c1cncc(Br)c1	12%	22%	7%	-21%	10%	i	?	-24%
COc1cccc(-c2nnc(SCCOc3ccc4c(C)cc(=O)oc4c3)o2)c1	14%	-2%	21%	5%	9%	i	-2%	24%
COc1ccc(CN=C2NC(=O)CC(C(=O)Nc3ccc(Cl)cc3)S2)cc1 (configuration not stated)	14%	7%	-4%	-5%	16%	-10%	?	-6%
